Source: PubChem
TDP1 cell noCPT = qHTS for Inhibitors of human tyrosyl-DNA phosphodiesterase 1 (TDP1): qHTS in cells in absence of CPT | AID 686978, 2013 | 420,000 tested, 15% active | DT40 Tdp1-/- hTDP1 cells, no CPT, ATP luminescence, 48 h | Potency, µM (top dose mostly 46.2 µM), for inactives: at the top dose activity change, negative = growth inhibition, actives largely listed as inhibitors; note: nearly all actives have a fitted effect of over 55% in size
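Camptothecin absent (DMSO only). Human TDP1-complemented DT40 knockout cells, 400 cells/well, 37 °C for minimum 48 hr; ATP measured via CellTiter-Glo, 30 min dark incubation, luminescence.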
DT40 TDP1 CPT = growth inhibition of DT40 Tdp1-/-;hTDP1 cells with camptothecin (screen for TDP1 inhibitors). AID 686979. 420,000 tested, 12% active. chicken DT40 Tdp1-/-;hTDP1 cells + 20 nM CPT, ATP luminescence, 48 h. Potency, µM (titrated, usually from 46.2 µM), without a hit: top-dose activity change, negative = growth inhibition, hits mostly inhibitors; note: nearly all actives have a fitted effect of over 55% in size
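Cell growth measured by CellTiter-Glo luminescence after a minimum 48 h, 37 C compound exposure with 20 nM CPT in Tdp1-knockout DT40 cells stably expressing hTDP1, seeded 400/well; qHTS titration format.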
GCN5L2 inh = GCN5L2 (KAT2A) acetyltransferase inhibition | Q92830 | GCN5L2 HAT assay, ThioGlo1 CoA-SH fluorescence | Potency, µM (titrated, usually from 58.9 µM), inactives show at the highest dose activity change, negative = inhibition, hits mostly inhibitors | 390,000 tested, 0.21% active | AID 504327
Target sequence (Q92830 whole entry, looked up): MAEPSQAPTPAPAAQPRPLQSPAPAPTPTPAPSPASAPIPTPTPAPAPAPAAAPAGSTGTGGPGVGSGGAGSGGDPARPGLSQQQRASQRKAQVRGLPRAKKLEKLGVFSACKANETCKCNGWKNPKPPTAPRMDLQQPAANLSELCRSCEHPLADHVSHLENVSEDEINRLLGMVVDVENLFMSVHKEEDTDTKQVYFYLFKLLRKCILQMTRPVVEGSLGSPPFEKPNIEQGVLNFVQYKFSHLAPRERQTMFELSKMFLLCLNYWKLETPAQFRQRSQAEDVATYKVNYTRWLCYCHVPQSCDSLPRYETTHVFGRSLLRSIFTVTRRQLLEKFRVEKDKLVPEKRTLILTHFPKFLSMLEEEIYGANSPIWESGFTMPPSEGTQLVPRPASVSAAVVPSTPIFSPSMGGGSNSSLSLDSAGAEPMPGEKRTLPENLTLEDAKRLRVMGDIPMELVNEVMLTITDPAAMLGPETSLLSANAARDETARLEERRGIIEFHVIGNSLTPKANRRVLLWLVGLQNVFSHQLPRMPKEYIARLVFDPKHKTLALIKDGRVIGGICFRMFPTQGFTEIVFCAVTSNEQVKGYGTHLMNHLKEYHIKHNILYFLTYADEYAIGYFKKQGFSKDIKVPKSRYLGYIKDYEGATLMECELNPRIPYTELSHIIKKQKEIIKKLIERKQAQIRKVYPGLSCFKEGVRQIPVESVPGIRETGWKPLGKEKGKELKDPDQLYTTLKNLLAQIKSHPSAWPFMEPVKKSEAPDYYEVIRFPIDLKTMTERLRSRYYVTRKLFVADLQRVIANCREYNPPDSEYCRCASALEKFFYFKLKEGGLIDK
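Compounds, pin-transferred from DMSO stocks, meet 20nM GCN5L2 for 15 min before the reaction begins with H3(1-25) peptide (75uM) and acetyl-CoA (70uM). Thiol-reactive ThioGlo1 reports CoA release over 20 min at room temperature.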
Numbers without * were called inactive; & = joins results of further samples. Calls come from the whole dose curve; as a rule, active = well fitted curve in the direction sought with a large enough effect; inconclusive = small, poorly fitted or top-dose-only effect, or another doubt; inactive = no such curve, though single readings can be large; an effect the other way counts as inactive or inconclusive. % is set by controls: 0 for no effect and ±100 for the full control effect; potency is the fitted concentration of half-maximal effect.

How did CCOC(=O)c1ccccc1NC(=O)Cc1c(C(=O)O)n(C)c2ccccc12 do in these assays?
TDP1 cell noCPT: -1%; DT40 TDP1 CPT: -2%; GCN5L2 inh: -11%

How did CCOc1cc(C)c(Cl)cc1S(=O)(=O)N(C)C do in these assays?
TDP1 cell noCPT: inconclusive; DT40 TDP1 CPT: inconclusive; GCN5L2 inh: inconclusive

What do the screens show for `CC(C)(C)c1cc(C(=O)CCN2CCOCC2)cc(C(C)(C)C)c1O`?
TDP1 cell noCPT: 7.3µM*; DT40 TDP1 CPT: 4.6µM*; GCN5L2 inh: 0%

How did COc1cc(CN2CCN(c3ccccc3F)CC2)c([N+](=O)[O-])cc1OC do in these assays?
TDP1 cell noCPT: -23%; DT40 TDP1 CPT: inconclusive; GCN5L2 inh: -7%

How did CCC(=O)Nc1ccccc1-c1nc2ccccc2n(CC(=O)c2ccc(C)cc2)c1=O do in these assays?
TDP1 cell noCPT: -17%; DT40 TDP1 CPT: 14%; GCN5L2 inh: 1%

How did CCOC(=O)/C(C#N)=N/Nc1ccc(S(=O)(=O)Nc2cc(OC)nc(OC)n2)cc1 do in these assays?
TDP1 cell noCPT: -21%; DT40 TDP1 CPT: 7%

What do the screens show for `CNc1nnc(-c2cc3cc(Cl)ccc3oc2=O)s1`?
TDP1 cell noCPT: 1%; DT40 TDP1 CPT: -21%; GCN5L2 inh: -6%

Results for COC(=O)c1ccc(C(C(=O)NC2CCCCC2)N(C(=O)Cc2cccs2)C2CC2)cc1 (stereo not given) ?
TDP1 cell noCPT: 10µM*; DT40 TDP1 CPT: 8.2µM*; GCN5L2 inh: 2%

How did Cc1cc(C(=O)OCC(=O)NC2CC2)c2ccccc2n1 do in these assays?
TDP1 cell noCPT: 17%; DT40 TDP1 CPT: -3%; GCN5L2 inh: -2%

Results for CCc1ccc2c(c1)C(=O)C[C@]1(CCC[C@H](C)C1)O2 ?
TDP1 cell noCPT: inconclusive; DT40 TDP1 CPT: inconclusive; GCN5L2 inh: -5%

What do the screens show for `Cc1ccc(C)c(NC(=O)CN(C)C(=O)c2cc(S(=O)(=O)N3CCOCC3)ccc2N2CCCC2)c1`?
TDP1 cell noCPT: -28%; DT40 TDP1 CPT: -17%; GCN5L2 inh: -1%

What do the screens show for `CCCNC(=O)c1cc(S(=O)(=O)N2CCCCC2)ccc1N1CCOCC1`?
TDP1 cell noCPT: -4%; DT40 TDP1 CPT: -11%; GCN5L2 inh: -2%

How did CCCCN(CC)CCNC(=O)c1cc2c(=O)n(CC)c3ccccc3c2s1 do in these assays?
TDP1 cell noCPT: 21µM*; DT40 TDP1 CPT: 16µM*; GCN5L2 inh: 1%&-1%

What do the screens show for `CCOC(=O)c1c(-c2ccco2)csc1N`?
TDP1 cell noCPT: 8%; DT40 TDP1 CPT: -15%; GCN5L2 inh: -4%

What do the screens show for `CCOC(=O)CS(=O)(=O)c1ccc(O)cc1`?
TDP1 cell noCPT: -1%; DT40 TDP1 CPT: -1%; GCN5L2 inh: -1%

What do the screens show for `Cc1ccc(-c2ccc(/C=N/O)o2)cc1[N+](=O)[O-]`?
TDP1 cell noCPT: inconclusive; DT40 TDP1 CPT: -19%; GCN5L2 inh: -9%

What do the screens show for `CCOc1ccc2nc(N3CCC(C(=O)N4CCN(c5ccccn5)CC4)CC3)sc2c1`?
TDP1 cell noCPT: 6.5µM*; DT40 TDP1 CPT: 5.8µM*; GCN5L2 inh: 1%

How did Cc1csc(NC(=O)CSc2nnc(-c3ccc(Cl)cc3)n2N)n1 do in these assays?
TDP1 cell noCPT: -5%; DT40 TDP1 CPT: -27%; GCN5L2 inh: -3%

Results for C[N+](C)(C)CCOC(=O)CCC(=O)OCC[N+](C)(C)C ?
TDP1 cell noCPT: 11%&9%; DT40 TDP1 CPT: 7%&11%; GCN5L2 inh: -2%&-7%

What do the screens show for `CSCCC(C(=O)OCC(=O)c1ccc(C)c(C)c1)N1C(=O)c2cc(Cl)c(Cl)cc2C1=O` (stereo not given)?
TDP1 cell noCPT: -16%; DT40 TDP1 CPT: -17%; GCN5L2 inh: -3%

What do the screens show for `COc1ccccc1NC(=O)C(C)NS(=O)(=O)c1ccc(Cl)cc1` (stereo not given)?
TDP1 cell noCPT: inconclusive; DT40 TDP1 CPT: -7%; GCN5L2 inh: -1%

What do the screens show for `CC(C)(C)[C@@H]1COC(=O)[C@@H](Cc2ccc(F)cc2)CC/C=C\C[C@@H](CC(=O)N(CCO)Cc2ccccc2)C(=O)N1`?
TDP1 cell noCPT: inconclusive; DT40 TDP1 CPT: 23µM*; GCN5L2 inh: 0%

How did COc1ccc(NC(=O)Nc2cccc3c2O[C@H](CN(C)S(=O)(=O)c2ccc(OC)cc2)[C@@H](C)CN([C@H](C)CO)C3=O)cc1 do in these assays?
TDP1 cell noCPT: inconclusive; DT40 TDP1 CPT: inconclusive; GCN5L2 inh: -7%

How did COC(=O)c1sccc1NN1C(=O)c2ccccc2C1=O do in these assays?
TDP1 cell noCPT: 9%; DT40 TDP1 CPT: 17%; GCN5L2 inh: -1%

The list goes on (4 carried over from the part before).
What do the screens show for `COc1ccccc1NC(=O)C(C)NS(=O)(=O)c1ccc(Cl)cc1` (stereo not given)?
TDP1 cell noCPT: inconclusive; DT40 TDP1 CPT: -7%; GCN5L2 inh: -1%

What do the screens show for `CC(C)(C)[C@@H]1COC(=O)[C@@H](Cc2ccc(F)cc2)CC/C=C\C[C@@H](CC(=O)N(CCO)Cc2ccccc2)C(=O)N1`?
TDP1 cell noCPT: inconclusive; DT40 TDP1 CPT: 23µM*; GCN5L2 inh: 0%

How did COc1ccc(NC(=O)Nc2cccc3c2O[C@H](CN(C)S(=O)(=O)c2ccc(OC)cc2)[C@@H](C)CN([C@H](C)CO)C3=O)cc1 do in these assays?
TDP1 cell noCPT: inconclusive; DT40 TDP1 CPT: inconclusive; GCN5L2 inh: -7%

How did COC(=O)c1sccc1NN1C(=O)c2ccccc2C1=O do in these assays?
TDP1 cell noCPT: 9%; DT40 TDP1 CPT: 17%; GCN5L2 inh: -1%

What do the screens show for `CC(=O)Nc1ccc(C(=O)N2CCCCC2c2cc(C(=O)NCc3ccc(F)cc3)no2)cc1` (stereo not given)?
TDP1 cell noCPT: -19%; DT40 TDP1 CPT: -4%

What do the screens show for `Cc1ccc(OCC(=O)NNc2c3ccccc3nc3ccccc23)cc1`?
TDP1 cell noCPT: 16µM*; DT40 TDP1 CPT: inconclusive; GCN5L2 inh: -7%

What do the screens show for `O=S(=O)(Nc1ncnc2sc3c(c12)CCC3)c1ccc(Cl)s1`?
TDP1 cell noCPT: 13µM*; DT40 TDP1 CPT: inconclusive; GCN5L2 inh: 3%

What do the screens show for `O=C(NCc1ccccc1)c1onc(CSc2nc3ccccc3[nH]2)c1C(=O)NCc1ccccc1`?
TDP1 cell noCPT: inconclusive; DT40 TDP1 CPT: inconclusive; GCN5L2 inh: -12%

How did CC1(C)CC(=O)c2cc(C#N)c(=O)n(-c3ccc(Cl)cc3)c2C1 do in these assays?
TDP1 cell noCPT: -2%; DT40 TDP1 CPT: -4%; GCN5L2 inh: -7%

Results for Cc1cnc(-n2ncc(C(=O)NCc3ccncc3)c2-c2cccs2)nc1-c1ccc(F)cc1 ?
TDP1 cell noCPT: -21%; DT40 TDP1 CPT: -17%

Results for COc1cccc(NC(=O)N(C)C[C@H]2Oc3cc(Br)ccc3S(=O)(=O)N([C@H](C)CO)C[C@H]2C)c1 ?
TDP1 cell noCPT: inconclusive; DT40 TDP1 CPT: inconclusive

How did Cc1csc(=O)n1CCC(=O)OCC(=O)Nc1ccc(S(N)(=O)=O)cc1 do in these assays?
TDP1 cell noCPT: 13%; DT40 TDP1 CPT: -27%; GCN5L2 inh: -5%

Results for COC(=O)Nc1nnc(Cc2ccccc2)s1 ?
TDP1 cell noCPT: -8%; DT40 TDP1 CPT: -14%; GCN5L2 inh: 0%

What do the screens show for `CCOCCn1ccc2c(OCC(=O)Nc3ccc(OC)c(OC)c3)cccc2c1=O`?
TDP1 cell noCPT: 10µM*; DT40 TDP1 CPT: 15µM*; GCN5L2 inh: -3%

What do the screens show for `CCc1nc2ccccc2n1CC(O)COCC1CC=CCC1` (stereo not given)?
TDP1 cell noCPT: inconclusive; DT40 TDP1 CPT: inconclusive; GCN5L2 inh: 0%

Results for Cc1cc(C)c(C#N)c(SCc2ccc3c(c2)OCO3)n1 ?
TDP1 cell noCPT: -17%; DT40 TDP1 CPT: -21%; GCN5L2 inh: -1%

Reprinted at random: 2 compounds from above.
Results for COC(=O)Nc1nnc(Cc2ccccc2)s1 ?
TDP1 cell noCPT: -8%; DT40 TDP1 CPT: -14%; GCN5L2 inh: 0%

What do the screens show for `O=C(NCc1ccccc1)c1onc(CSc2nc3ccccc3[nH]2)c1C(=O)NCc1ccccc1`?
TDP1 cell noCPT: inconclusive; DT40 TDP1 CPT: inconclusive; GCN5L2 inh: -12%

(more compounds)
What do the screens show for `Cc1ccccc1-c1ccc2ncnc(N3CCNCC3)c2c1`?
TDP1 cell noCPT: -10%; DT40 TDP1 CPT: -28%; GCN5L2 inh: -5%

How did CCc1ccc(N2CC(C(=O)N/N=C/c3ccccc3OC)CC2=O)cc1 (stereo not given) do in these assays?
TDP1 cell noCPT: -26%; DT40 TDP1 CPT: -6%; GCN5L2 inh: 1%

What do the screens show for `COC(=O)c1ccn(CSc2c(F)c(F)cc(F)c2F)n1`?
TDP1 cell noCPT: -1%; DT40 TDP1 CPT: -10%; GCN5L2 inh: 2%

Results for O=C(COc1ccccc1Cl)Nc1ccc2nc(SCC(=O)N3CCOCC3)sc2c1 ?
TDP1 cell noCPT: 4.1µM*; DT40 TDP1 CPT: inconclusive; GCN5L2 inh: -5%

How did CN(CC(=O)Nc1ccccc1Br)C(=O)CCc1ccccc1 do in these assays?
TDP1 cell noCPT: -7%; DT40 TDP1 CPT: 30%; GCN5L2 inh: 1%

How did Fc1ccc(-n2c(-c3ccco3)nc3nc4ccccc4nc32)cc1 do in these assays?
TDP1 cell noCPT: -9%; DT40 TDP1 CPT: -11%; GCN5L2 inh: -2%

Results for CCCCCCOc1ccc(N2C(=O)CC(NCCc3ccc(S(N)(=O)=O)cc3)C2=O)cc1 (stereo not given) ?
TDP1 cell noCPT: -21%; DT40 TDP1 CPT: -10%; GCN5L2 inh: 1%

How did O=C(C1CC(c2ccc(F)cc2)=NO1)N1CCN(c2ccccc2)CC1 (stereo not given) do in these assays?
TDP1 cell noCPT: -9%; DT40 TDP1 CPT: -14%; GCN5L2 inh: 3%

What do the screens show for `C/C(=N/NS(=O)(=O)c1ccc(C)c(C)c1)c1c[nH]c2ccccc12`?
TDP1 cell noCPT: 4%; DT40 TDP1 CPT: 1%; GCN5L2 inh: -1%

What do the screens show for `CCCOc1nc2c(c(=O)n(C)c(=O)n2C)n1C`?
TDP1 cell noCPT: -18%; DT40 TDP1 CPT: -11%; GCN5L2 inh: 1%

Results for CC(=O)Oc1cc(C(=O)OCC(=O)N2CCc3ccccc3C2)cc(OC(C)=O)c1OC(C)=O ?
TDP1 cell noCPT: 5.2µM*; DT40 TDP1 CPT: 4.1µM*; GCN5L2 inh: 1%

Results for CCOC(=O)CNC(=S)N(Cc1ccco1)Cc1ccccc1Cl ?
TDP1 cell noCPT: 7%; DT40 TDP1 CPT: inconclusive; GCN5L2 inh: -3%

How did Cc1ccc(-c2c[n+](Cc3ccc(Cl)cc3)c3n2CCC3)cc1 do in these assays?
TDP1 cell noCPT: 3.7µM*; DT40 TDP1 CPT: 4.1µM*; GCN5L2 inh: 1%

Results for COC(=O)c1cccc(NC(=O)C2CCCN2C(=O)c2cccs2)c1 (stereo not given) ?
TDP1 cell noCPT: 9%; DT40 TDP1 CPT: 5%; GCN5L2 inh: -1%

What do the screens show for `CCCCn1c(N)c(NCCC)c(=O)[nH]c1=O`?
TDP1 cell noCPT: -2%; DT40 TDP1 CPT: -3%; GCN5L2 inh: -1%

Results for COC(=O)C1=C(C)N(c2ccc(OC)cc2)C(C)=C(C(=O)OC)C1c1ccc(OC)cc1 ?
TDP1 cell noCPT: 16µM*; DT40 TDP1 CPT: 8.2µM*; GCN5L2 inh: -3%

Results for CCN(CC(=O)Nc1ccccc1C(F)(F)F)C(=O)c1ccc(NC(=O)c2cccs2)cc1 ?
TDP1 cell noCPT: 21µM*; DT40 TDP1 CPT: 15µM*

What do the screens show for `C=Cc1ccc(Cn2c(C(=O)O)c(CNC3CCCCC3)c3ccc(C)cc32)cc1`?
TDP1 cell noCPT: -17%; DT40 TDP1 CPT: -5%; GCN5L2 inh: -6%

What do the screens show for `Cc1cc(/C=N/n2cnnc2)c(C)n1-c1ccc(OCc2ccccc2F)cc1`?
TDP1 cell noCPT: 13µM*; DT40 TDP1 CPT: 21µM*; GCN5L2 inh: inconclusive
